EWS-Fli inh – blocks EWS/Fli oncoprotein-driven transcription; AID 651661; hit rate 0.67% among 350,000; inhibition, % at 12.6 µM; A673 NR0B1-luciferase reporter, viability-normalised;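 active = mean inhibition of at least 50% after viability correction, with every replicate also passing that limit; inconclusive = mean reaches 50% but only one of two replicates passes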;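 note: firefly luciferase signal divided by Alamar Blue viability fluorescence both relative to DMSO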
DENV2 CPE rescue – inhibitors of DENV2 cytopathic effect | CPE inhibition, % at 9.99 µM | AID 651640 | hit rate 1.7% among 350,000 | DENV2-infected cells, cytopathic effect rescue, plate reader; in the data active = CPE inhibition above about 20%, passing the limit was not always enough; inconclusive = no clear call, values can overlap the other calls; tested in BHK-21 cells;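 note: 0% = median of neutral control wells and 100% = median of positive control wells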
ARNT TACC3 PPI – disrupts binding between human ARNT and TACC3 | Q9Y6A5 | AlphaScreen His-ARNT PAS-B/GST-TACC3 binding, luminescence; TACC3 fragment carries E629A point mutation | inhibition, % at 9.99 µM | hit rate 0.66% among 390,000 | AID 623870;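 active = mean inhibition of replicates at least 50% and at least half of replicates each reaching 50%; inconclusive = half or more replicates reach 50% but mean below 50%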;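 note: 0% = complete ARNT plus TACC3 wells and 100% = ARNT alone without TACC3; many hits fall short of the cut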
Casp6 inh – blocks human caspase-6 cleavage activity. hit rate 0.53% among 350,000. AID 686996. inhibition, % at 12.5 µM. P55212. purified caspase-6, Z-VEID-R110 cleavage fluorescence;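 active = mean inhibition across replicates at least about 35%, with every replicate also reaching that limit, limit read from the data; inconclusive = only one of the two criteria met; inactive = neither criterion met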;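 note: 0% = median of neutral control wells and 100% = no fluorescence left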
Target sequence (P55212 24-179 limits assumed): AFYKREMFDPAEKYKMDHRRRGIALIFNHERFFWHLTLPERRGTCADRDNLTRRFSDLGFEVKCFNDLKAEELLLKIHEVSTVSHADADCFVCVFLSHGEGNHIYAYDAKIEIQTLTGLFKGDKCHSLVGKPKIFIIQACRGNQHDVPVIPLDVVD
Target sequence (P55212 194-293 limits assumed): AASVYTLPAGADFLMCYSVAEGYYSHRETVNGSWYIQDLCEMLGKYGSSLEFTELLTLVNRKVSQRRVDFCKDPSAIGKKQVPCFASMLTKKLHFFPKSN
SIRT5 block – inhibitors of human sirtuin-5 desuccinylase; Purified SirT5, succinyl-peptide AMC, trypsin-coupled fluorescence; inhibition, % at 15 µM; hit rate 1.1% among 330,000; AID 652115; in the data active = inhibition above about 15%; inconclusive = no clear call, values can overlap the other calls
Target sequence (Q9NXA8 whole entry, looked up): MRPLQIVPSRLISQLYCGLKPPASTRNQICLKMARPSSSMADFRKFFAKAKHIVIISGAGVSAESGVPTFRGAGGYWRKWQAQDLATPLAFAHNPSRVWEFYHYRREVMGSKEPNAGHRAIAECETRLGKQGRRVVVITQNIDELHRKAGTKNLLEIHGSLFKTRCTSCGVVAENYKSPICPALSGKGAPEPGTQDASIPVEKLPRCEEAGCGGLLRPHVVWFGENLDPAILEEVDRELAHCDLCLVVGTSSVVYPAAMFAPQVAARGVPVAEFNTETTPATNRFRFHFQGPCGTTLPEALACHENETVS
LGR2 antag – inhibitors of bursicon-induced Drosophila LGR2 receptor cAMP signaling; HEK293 LGR2, CRE-luciferase, bursicon-stimulated, 4 h; inhibition, % at 9.99 µM; hit rate 0.35% among 380,000; AID 720647;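 active = drop in luminescence signal, shown as inhibition above about 50% in the replicate tests, limit read from the data, passing the limit was not always enough; inconclusive = probably only some replicates passing the limit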;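 note: agonist challenge used bursicon conditioned medium at about half maximal strength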
PAX8 reporter – lowers PAX8-driven luciferase in RMG-I cells | hit rate 1.2% among 360,000 | AID 652154 | inhibition, % at 12.6 µM | RMG-I TPO-luciferase reporter, SteadyGlo, 24 h;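 active = mean replicate inhibition at least 60% with every replicate also reaching 60%; inconclusive = only one of the two criteria is met; inactive = mean below 60% and not all replicates reaching 60%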;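 note: luciferase light reporting Pax8 driven TPO promoter activity; plate controls were median of neutral control wells for no effect and mitoxantrone controls for full effect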
Active calls of the source: *; ? = inconclusive; . = not tested or not shown; & = joins results of further samples.

structure	EWS-Fli inh	DENV2 CPE rescue	ARNT TACC3 PPI	Casp6 inh	SIRT5 block	LGR2 antag	PAX8 reporter
COc1cc(NC(=O)Nc2nc(C(N)CCc3ccccc3)cs2)cc(OC)c1OC (stereo not given)	26.8	-0.2	.	-4.0	2.6	8.7	24.3
COc1ccccc1CNC(=O)C[C@@H]1CC[C@H]2[C@@H](COC[C@H](O)CN2Cc2cccc(-c3ccncc3)c2)O1	10.8	-0.8	3.2	.	.	2.0	10.2
COc1ccccc1-c1ccc2c(c1)O[C@@H](CN(C)C(=O)c1ccccc1)[C@@H](C)CN([C@@H](C)CO)S2(=O)=O	2.3	-2.4	2.1	2.5	-5.8	6.4	10.8
COc1ccc(-c2cnc3c(c2)C(=O)N([C@@H](C)CO)C[C@@H](C)[C@H](CN(C)C(=O)NC2CCCC2)O3)cc1	1.0	-1.4	-9.2	-1.3	1.8	8.8	-21.9
Cn1nc(-c2ccccc2)c(N2CCCCC2)cc1=O	2.7	-2.9	-1.4	-1.7	-1.8	-18.9	-9.6
Cc1onc(-c2ccccc2)c1C(=O)N1CCN(S(=O)(=O)c2ccc(Cl)cc2)CC1	5.5	-0.6	0.0	-0.3	1.5	6.7	1.5
C[C@@H]1CN([C@@H](C)CO)C(=O)c2cc(NC(=O)C3CC3)ccc2O[C@@H]1CN(C)S(=O)(=O)c1ccc(Cl)cc1	12.2	-4.5	-3.4	1.2	-2.3	16.4	.
C[C@@H]1CN([C@@H](C)CO)C(=O)Cc2cc(NS(=O)(=O)c3ccc(F)cc3)ccc2O[C@@H]1CN(C)Cc1ccc(Oc2ccccc2)cc1	5.5	-0.6	-10.6	-2.0	0.4	-0.4	5.2
Cc1ccc(C)c2sc(NC(=O)c3ccc(N4CCCCC4)c([N+](=O)[O-])c3)nc12	-14.2	-3.1	5.0	-0.6	-19.0	-3.7	.
COC(=O)CNS(=O)(=O)c1ccc(Cc2ccc(S(=O)(=O)NCC(=O)OC)cc2)cc1	2.1	-1.4	0.7	12.2	-1.3	.	.
COCC(=O)Nc1ccc2c(c1)[C@H]1C[C@@H](CC(=O)NCCc3ccccc3)O[C@@H](CO)[C@H]1O2	-9.0	1.7	6.3	-0.5	1.2	-14.6	2.9
COc1ccc(CNC(=S)Nc2ccc(S(N)(=O)=O)cc2)cc1	2.5	8.8	-6.1	-1.1	-2.1	14.7	11.1
Cc1ccc(NC(=O)c2ccc(CNc3c(N4CCOCC4)c(=O)c3=O)cc2)cc1	-13.4	-0.4	5.6	2.4	1.1	-8.1	-4.7
COC(=O)Nc1ccc(NC(C)=O)cc1	.	.	-4.6	0.0	-0.5	-5.3	-6.4
C[C@@H]1CCCCO[C@H](CN(C)C(=O)C2CCCCC2)[C@@H](C)CN([C@@H](C)CO)C(=O)c2cc(NC(=O)c3ccccc3)ccc2O1	7.2	-6.3	-0.9	1.6	4.2	-7.7	-30.4
Cc1ccc(S(=O)(=O)N[C@H]2C=C[C@@H](CC(=O)NCCc3ccncc3)O[C@H]2CO)cc1	2.5	-1.8	.	-1.5	-0.7	-5.5	5.3
CC1CC(C)CN(S(=O)(=O)c2ccc(C(=O)Nc3sccc3C(N)=O)cc2)C1 (stereo not given)	-6.6	-1.6	-6.7	-0.3	.	-6.2	-2.9
CC(C)(O)CN(C(=O)c1ccccc1)C1CCCCC1	-1.0	-7.9	-3.6	1.0	1.1	-1.7	-4.8
C[C@H]1CN([C@@H](C)CO)C(=O)c2cc(NS(=O)(=O)c3cccs3)ccc2O[C@@H]1CN(C)Cc1ccc(C(=O)O)cc1	1.3	2.6	-5.0	1.1	2.9	-1.0	.
O=C(c1cnccn1)N1CC2(C1)[C@H](c1ccccc1)[C@H](CO)N2C(=O)c1ccccc1	-1.1	-6.1	.	-0.1	2.6	7.6	-3.0
Cc1ccc(NC(=O)C(=O)NCC2CCCN2S(=O)(=O)c2cccs2)cc1 (stereo not given)	-3.0	37.8*	3.7	-5.0	-1.4	-9.0	-5.4
Cc1ccc(S(=O)(=O)N(C)C[C@H]2OCCCC[C@H](C)Oc3ccc(NC(=O)c4ccncc4)cc3C(=O)N([C@H](C)CO)C[C@@H]2C)cc1	2.7	?	14.9	0.4	0.5	6.8	-1.2
COc1cccc(CNc2ncnc3ccc(-c4c(C)noc4C)cc23)c1	49.2	-13.8	-0.4	-0.8	.	-8.4	-82.6
O=C(Cn1nnc(-c2ccccc2)n1)N/N=C/c1cc([N+](=O)[O-])ccc1O	3.5	-6.3	18.0	4.8	-2.1	5.3	31.3
C[C@H](CO)N1C[C@H](C)[C@H](CN(C)C(=O)c2cccc(F)c2)Oc2cc(-c3ccncc3)ccc2S1(=O)=O	0.7	-0.5	.	-3.6	-5.8	9.8	-4.9
O=C(CSc1nnc(SCc2ccccc2Cl)s1)N/N=C/c1c[nH]c2ccccc12	.	.	-2.4	.	.	-38.2	4.8
CCOc1ccc(NC(=O)CCc2ccc(C)o2)cc1	-31.7	-3.8	1.7	-3.4	-3.9	-7.5	-26.9
C[C@@H]1CN([C@@H](C)CO)C(=O)c2cccc(NC(=O)Nc3ccc4c(c3)OCO4)c2O[C@@H]1CN(C)Cc1ccc(C(F)(F)F)cc1	1.7	2.9	8.0	-2.0	4.6	-14.1	17.5
Cc1ccc2c(c1)nnn2C1CCN(CC(=O)NNC(=O)c2ccco2)CC1	10.4	-1.3	1.7	1.9	-0.4	-3.9	13.0
COc1ccc(NC(=O)C2C3CCC(O3)C2C(=O)O)cc1OC (stereo not given)	2.8	-9.2	32.9	7.1	-3.2	3.6	-9.6
COc1cc(/C=C/C(=O)O)ccc1OCc1ccccc1C#N	.	.	-8.6	.	.	-0.2	10.7
CCCC(=O)Nc1ccc2c(c1)C(=O)N(C)C[C@@H](OC)[C@@H](C)CN(C(=O)CC1CC1)[C@@H](C)CO2	-19.6	1.2	-0.3	2.8	-4.5	-3.0	1.2
O=C(Nc1ccc2c(c1)OCO2)C1CCN(Cc2cc3c(cc2O)OCO3)CC1	-2.3	-11.7	5.4	3.0	-4.5	4.3	-3.0
CC(C)NC(=O)N(C)C[C@@H]1Oc2ccc(NC(=O)Cc3ccccc3)cc2C(=O)N([C@H](C)CO)C[C@H]1C	4.2	77.9*	-6.6	-3.8	0.4	7.8	-6.5
O=c1c2ccccc2ncn1-c1ccc(Cl)cc1	-38.0&-25.2	-1.4&0.6	-9.8	-2.3&0.3	-4.9&0.9	-16.4&-32.7	-27.7&-33.1
CCCC#Cc1ccc2c(c1)O[C@@H](CN(C)C(=O)NC(C)C)[C@@H](C)CN([C@H](C)CO)S2(=O)=O	-4.4	-12.7	17.7	0.5	-3.3	-4.4	.
COCCn1c(SCC(=O)Nc2ccc(Cl)cn2)nc2ccccc21	3.8	-7.1	-16.5	2.2	-3.2	-2.5	.
COCCn1c(SCC(=O)NNC(=O)c2ccccc2)nc2ccccc2c1=O	10.2	10.5	-3.0	8.5	-0.1	.	-12.9
CC(=O)c1ccc(N2CCN(CC(=O)Nc3ccccc3N3CCOCC3)CC2)cc1	2.7	8.4	-3.7	2.2	-0.7	7.9	11.7
O=C(COc1cccc(-n2cnnn2)c1)NC1CCCCC1	-1.0	-4.6	-2.7	1.5	-0.6	-5.0	7.1
O=C(NNc1ccccc1)c1ccc(Cl)c(Cl)c1	-12.1	-1.3	-5.4	-4.1	.	.	0.6
O=C(Nc1cc(F)ccc1F)N1CC(=O)N2[C@H](CO)[C@@H](c3ccc(/C=C/c4ccccc4)cc3)[C@@H]2C1	15.0	-4.3	.	5.3	-0.4	-24.7	.
Cc1cc(-c2nnc(SCC(=O)Nc3ccc(C(F)(F)F)cc3)n2C)no1	2.6	4.8	-7.9	-3.3	-2.4	1.4	-25.4
Cc1cccc(-n2c(=O)cc(N3CCN(c4ccc(F)cc4)CC3)[nH]c2=O)c1	4.0	8.7	0.0	-1.3	2.4	29.1	-2.9
COc1cc(NC(=O)C(C)N2CCN(C(=O)C3CC3)CC2)cc(OC)c1 (stereo not given)	2.3	2.3	3.1	1.5	-1.7	0.8	2.2
Cc1ccc(S(=O)(=O)NCCN2CCOCC2)c(C)c1	-5.8	6.9	-10.4	-3.8	-4.4	1.1	-12.7
COc1ccc([N+](=O)[O-])c(OC)c1C(=O)NC(=O)Nc1c(F)cc(F)cc1F	-0.6	1.8	-2.1	0.7	6.4	-43.1	-6.2
COc1ccc(CNC(=O)C(C)n2nc(C)n3c(cc4occc43)c2=O)cc1 (stereo not given)	-3.2	0.5	1.6	6.9	1.7	5.8	14.0
CC(NC(=O)C(=O)N1CCOCC1)C(c1cccs1)N1CCN(c2ccccc2)CC1 (stereo not given)	6.9	7.9	-5.8	1.5	-2.1	-7.6	6.7
O=C(Nc1cccc(Cl)c1)c1ccc2c(c1)OCCO2	-63.7	11.4	-3.5	4.8	-4.0	-97.4	-201.8

Additional results follow.
structure	EWS-Fli inh	DENV2 CPE rescue	ARNT TACC3 PPI	Casp6 inh	SIRT5 block	LGR2 antag	PAX8 reporter
COc1ccc(CCCNC(=O)C2CCC(=O)N(Cc3ccccc3F)C2)cc1 (stereo not given)	.	11.6	4.5	-7.5	-7.0	-26.7	-36.6
CCCc1cc(=O)[nH]c(SCC(=O)Nc2ccc(Br)cc2)n1	11.5	-4.1	-5.3	-0.4	-3.2	13.9	10.2
COC(=O)c1sc(-c2ccc(Cl)cc2)cc1NC(=O)COCC(=O)O	5.7	-5.2	1.3	1.3	0.5	0.8	-4.4
Cc1ccc(S(=O)(=O)Nc2ccc3c(c2)C(=O)N([C@@H](C)CO)C[C@@H](C)[C@H](CN(C)C(=O)Nc2c(C)noc2C)OCCCC[C@H](C)O3)cc1	0.3	-6.0	-3.3	-1.2	-3.9	2.9	-3.4
CCOC(=O)N(C)C[C@H]1OCc2ccccc2-c2ccccc2C(=O)N([C@@H](C)CO)C[C@H]1C	3.3	2.1	-5.6	-0.1	-5.8	21.3	.
Cc1ccc(OCC(=O)Nc2ccc(N3CCN(C(=O)c4ccco4)CC3)cc2)c(C)c1	22.0	1.6	5.4	-2.3	1.5	21.5	7.9
Cc1ccc(C)c(N2CCN(c3ccc(N4C(=O)COCC4=O)cc3[N+](=O)[O-])CC2)c1	.	.	-0.2	.	.	-14.7	10.3
O=C(NC1CCCC1)C(c1ccc(Cl)cc1)N1CCN(C2CCCCC2)CC1 (stereo not given)	-5.0	-2.6	-1.0	4.3	-3.8	19.8	-0.9
O=S(=O)(Nc1cccc(-c2ccc(N3CCCCCC3)nn2)c1)c1ccccc1Cl	.	-4.8	0.0	0.2	-1.8	-16.0	-75.4
O=C(C[C@H]1CC[C@@H]2[C@H](COC[C@@H](O)CN2Cc2nccs2)O1)NCc1ccccc1	-7.1	-1.6	-8.0	-1.8	-1.8	-1.4	-1.3
CO[C@H]1CC[C@@H]2CCN(C)C(=O)CCCN(C)C(=O)c3cc(C#N)ccc3OC[C@@H]1O2	2.2	0.4	-6.5	-2.0	0.7	-10.7	-4.4
Cc1ccc(-n2[nH]c(C)c(C=Nc3ccc(S(=O)(=O)N4CCOCC4)cc3)c2=O)c(C)c1	0.8	5.8	.	0.6	-4.2	0.0	-9.2
Cn1nnnc1SCC(=O)Nc1ccc(N2CCOCC2)cc1	5.7	-1.4	-0.4	6.6	2.1	3.9	.
CCn1cc(C(=O)O)c(=O)c2cc(F)c(N3CCN(S(=O)(=O)c4ccc(NC(C)=O)cc4)CC3)cc21	9.3	-4.2	-7.2	16.2	-13.0	-17.8	6.6
Cc1ccc(-c2nnc(SCC(=O)NC(=O)Nc3ccc(C)cc3C)n2N)cc1	.	.	-3.4	.	.	-8.3	-2.3
COc1cc(OC)nc(-n2ncc(OC)c(Br)c2=O)n1	7.7	-13.8	1.9	-0.1	-10.5	-2.6	-2.4
